FLuc counter – qHTS profiling assay for firefly luciferase inhibitor/activator using purifed enzyme and Km concentrations of substrates (counterscreen for miR-21 project); Luciferin 4-monooxygenase (Photinus pyralis), P08659; purified FLuc, Km substrates, luminescence inhibition; Potency, µM (top dose mostly 57.5 µM), for the others: at the highest dose activity change, negative = inhibition, usual class: inhibitors; 6.9% of 360,000 active;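 note: plate controls were vehicle for no effect and reference inhibitor for full effect; nearly all actives have a fitted effect of over 55% in size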
Target sequence (P08659 whole entry, looked up): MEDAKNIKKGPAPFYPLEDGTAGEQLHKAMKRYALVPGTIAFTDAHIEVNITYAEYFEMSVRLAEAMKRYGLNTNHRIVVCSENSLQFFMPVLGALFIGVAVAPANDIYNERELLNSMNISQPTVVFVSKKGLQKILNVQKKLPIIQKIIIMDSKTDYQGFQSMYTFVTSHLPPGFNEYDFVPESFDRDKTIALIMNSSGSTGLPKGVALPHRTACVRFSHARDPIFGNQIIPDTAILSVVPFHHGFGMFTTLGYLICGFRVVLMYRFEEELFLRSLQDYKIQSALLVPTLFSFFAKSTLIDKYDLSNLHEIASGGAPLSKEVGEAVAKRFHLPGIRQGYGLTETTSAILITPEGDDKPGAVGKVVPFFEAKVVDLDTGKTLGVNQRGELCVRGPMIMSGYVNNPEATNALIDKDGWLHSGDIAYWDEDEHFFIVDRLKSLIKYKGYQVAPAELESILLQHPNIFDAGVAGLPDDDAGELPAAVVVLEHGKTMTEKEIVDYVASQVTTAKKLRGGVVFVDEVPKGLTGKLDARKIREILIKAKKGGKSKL
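Purified P. pyralis luciferase, 10 nM final, with Km-level 10 uM D-luciferin and 10 uM ATP in 50 mM Tris acetate pH 7.5, 10 mM Mg acetate, 0.01% Tween-20, 0.05% BSA; 6-point qHTS titration about 60 µM downward; luminescence read.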
Rab9 prom act – qHTS Assay for Rab9 Promoter Activators | Huh7 Rab9 promoter-luciferase reporter, luminescence, 24 h | 2.8% of 320,000 active | Potency, µM (doses to about 9.22 µM), for the others: at the top dose activation, negative = inhibition, actives largely listed as activators; note: % of control where 0% means no effect; nearly all actives have a fitted effect of over 60% in size
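Huh7 cells stably carrying a Rab9 promoter-luciferase reporter, 1500 cells per well in OP-MEM I with 10% FBS, treated with compound 24 hours at 37C. Luciferase activity read by luminescence after 10 minutes with Amplite reagent.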
RORgamma inh – qHTS for inhibitors of ROR gamma transcriptional activity; Nuclear receptor ROR-gamma (Mus musculus), P51450; Drosophila S2 Gal4-RORgamma UAS-luciferase reporter, 20 h; Potency, µM (series often up to 53.6 µM), for the others: at the highest dose activity change, negative = inhibition, most hits filed as inhibitors; 5.4% of 310,000 active; AID 2551, 2010; note: % is set by controls: 0 for no effect and ±100 for the full control effect; nearly all actives have a fitted effect of over 60% in size
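Read-out: Photinus luciferase luminescence; inhibitors lower reporter signal. Insect Schneider cells with Gal4-ROR gamma fusion under metallothionein promoter, UAS reporter; 700 uM final copper sulfate induction, 20 hr, ambient temperature.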
MBNL1 CUG block – qHTS Assay for Inhibitors of MBNL1-poly(CUG) RNA binding | Muscleblind-like protein 1 (Homo sapiens), Q9NR56 | AID 2675, 2010 | Potency, µM (titrated, usually from 57.5 µM), for the others: top-dose activity change, negative = inhibition, usual class: inhibitors | 0.036% of 280,000 active | TR-FRET MBNL1-His/biotin-(CUG)12 binding, 665/545 ratio; active = well fitted inhibition curve with a large enough effect in the signal ratio, with a control signal flat, not every such curve was filed as active; inconclusive = small, poorly fitted or top-dose-only effect, or effect the other way, or a change in a side signal; inactive = no such curve, though single readings can be large or run the other way; the % refers to the signal ratio; note: % is set by controls: 0 for no effect and ±100 for the full control effect
Target sequence (Q9NR56 whole entry, looked up): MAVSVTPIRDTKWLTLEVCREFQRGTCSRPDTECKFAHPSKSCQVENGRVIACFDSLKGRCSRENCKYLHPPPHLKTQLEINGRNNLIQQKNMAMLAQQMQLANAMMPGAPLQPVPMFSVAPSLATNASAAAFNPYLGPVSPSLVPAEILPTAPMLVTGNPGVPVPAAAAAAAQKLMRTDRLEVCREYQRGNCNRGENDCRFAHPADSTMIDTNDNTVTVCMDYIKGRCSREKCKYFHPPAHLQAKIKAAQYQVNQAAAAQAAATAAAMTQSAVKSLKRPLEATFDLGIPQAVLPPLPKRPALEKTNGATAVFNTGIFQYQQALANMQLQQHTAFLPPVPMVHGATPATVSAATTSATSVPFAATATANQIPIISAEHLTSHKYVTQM
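TR-FRET readout: Ex 340 nm, 665/545 nm emission ratio, normalized to buffer-only (basal) and MBNL1-(CUG)12 controls. Complex of MBNL1-His with Biotin-(CUG)12, compounds 92 nM–58 uM, incubated 60 min at room temperature.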
NPC1 prom act – qHTS Assay for NPC1 Promoter Activators | Huh7 NPC1 promoter luciferase reporter, 24 h | Potency, µM (highest dose often 9.22 µM), without a hit: top-dose activation, usual class: activators | 2.4% of 320,000 active | AID 485313, 2010;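 note: % of control where 0% means no effect; nearly all actives have a fitted effect of over 60% in size; reporter is driven by a mutant NPC1 promoter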
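Quantitative HTS used a cell-based reporter: Huh7 cells stably bearing the NPC1 promoter upstream of luciferase were treated with compounds for 24 h, and promoter activation was read as luminescence.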
VP16 counter – VP16 counterscreen qHTS for inhibitors of ROR gamma transcriptional activity; 3.5% of 310,000 active; Potency, µM (doses to about 53.6 µM), for inactives: top-dose activity, negative = inhibition, usual class: inhibitors; Drosophila S2 Gal4-VP16 UAS-luciferase, luminescence, 20 h;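 note: Gal4-VP16 expression switched on by copper sulfate through the metallothionein promoter; % is set by controls: 0 for no effect and ±100 for the full control effect; nearly all actives have a fitted effect of over 50% in size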
ELG1 genotoxic – qHTS screen for small molecules that induce genotoxicity in human embryonic kidney (HEK293T) cells expressing luciferase-tagged ELG1; HEK293T ELG1-luciferase reporter, luminescence, 16 h; Potency, µM (titrated, usually from 46 µM), for inactives: at the top dose activity change, positive = activation, usual class: activators; 1.3% of 330,000 active; AID 504466, 2011; note: % of control where 0% means no effect; nearly all actives have a fitted effect of over 60% in size
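Cells (2,000/well) expressing the ELG1-luciferase fusion are dosed by pin tool and kept 16 hr at 37 °C, 5% CO2. Signal comes from ONE-Glo luciferase reagent after 30 min at room temperature.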
p53 reactivation – qHTS assay for re-activators of p53 using a Luc reporter. H1299 p53-A138V BP100-luciferase reporter, luminescence, 24 h. Potency, µM (top dose mostly 92.2 µM), inactives show at the top dose activity change, positive = activation, usual class: activators. 0.063% of 320,000 active. AID 504706, 2011; note: % of control where 0% means no effect; nearly all actives have a fitted effect of over 45% in size
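p53-null H1299 cells stably carrying temperature-sensitive p53-A138V and a BP100-luciferase reporter were pinned with compounds (4-point, 1:5 series) and held 24 hrs at 37 deg C. Luminescence was read 10 min after detection reagent.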
uPA generation – qHTS for Inhibitors of Cell Surface uPA Generation; Potency, µM (titrated, usually from 38.3 µM), for inactives: at the top dose activity change, negative = inhibition, hits mostly inhibitors; cell surface uPA generation assay, qHTS; AID 540303, 2011; 0.31% of 330,000 active; active = well fitted inhibition curve with a large enough effect; inconclusive = small, poorly fitted or top-dose-only effect; inactive = no such curve, though single readings can be large or run the other way; tested in mouse RAW 264.7 cells; note: % is set by controls: 0 for no effect and ±100 for the full control effect; nearly all actives have a fitted effect of over 55% in size
MLL CXXC-DNA inh – qHTS Fluorescence Polarization Assay for Inhibitors of MLL CXXC domain - DNA interaction; Potency, µM (doses to about 115 µM), for inactives: at the top dose activity change, negative = inhibition, hits mostly inhibitors; 0.037% of 290,000 active; Histone-lysine N-methyltransferase 2A (Homo sapiens), Q03164; MLL-CXXC / FITC-HOXA9 DNA fluorescence polarization; active = well fitted inhibition curve with a large enough effect in the polarisation, with a control signal flat, not every such curve was filed as active; inconclusive = small, poorly fitted or top-dose-only effect, or effect the other way, or a change in a side signal; inactive = no such curve, though single readings can be large or run the other way; the % refers to the polarisation
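Steps: dispense CXXC domain solution (7 uM) → pin compounds or unlabeled HOX-A9 DNA control → 5 min ambient → add FLSN-HOX-A9 solution (50 nM) → spin → 30 min ambient → fluorescence polarization. Tris pH 7.5/NaCl/DTT/BSA buffer.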
BRCA1 expr act – qHTS Assay to Identify Small Molecule Activators of BRCA1 Expression; MCF7-BRCA1-FFLuc reporter, luminescence, 48 h; response scale: scaled: vehicle 0%, 10 µM genistein 100%; Potency, µM (top dose mostly 46.1 µM), for inactives: at the highest dose activation, usual class: activators; 1.1% of 380,000 active; note: nearly all actives have a fitted effect of over 80% in size; some results filed as inactive show a strong effect at the top dose
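MCF7-BRCA1-FFLuc cells, 2000/well in phenol-red-free MEM, attached 2 h then treated 48 h at 37 C. Luciferase luminescence read 15 min after reagent; normalized to genistein maximum activation (10microM) and DMSO, concentration-response fitted.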
An asterisk follows results filed as active; ? = inconclusive; nt = no result given; & = joins results of further samples; [ ] = dose if it differs, or a comment. Unless noted, calls come from the whole dose curve; as a rule, active = well fitted curve in the direction sought with a large enough effect; inconclusive = small, poorly fitted or top-dose-only effect, or another doubt; inactive = no such curve, though single readings can be large; an effect the other way counts as inactive or inconclusive. Potency is the fitted concentration of half-maximal effect.

no.	smiles	RORgamma inh	VP16 counter	MLL CXXC-DNA inh	uPA generation	ELG1 genotoxic	Rab9 prom act	NPC1 prom act	MBNL1 CUG block	FLuc counter	BRCA1 expr act	p53 reactivation
1	Cc1ccc(/C=N/NC(=O)Cc2c[nH]c3ccccc23)c(C)c1	37%	-4%	-1%	3%	-4%	-4%	-3%	-9%	?	-27%	-16%
2	CC(C)c1ccc(NC(=O)C2CC3CCC2C3)cc1 (configuration not stated)	17%	-18%	-10%	-2%	21µM*	3.2µM*	3.5µM*	4%	11µM*	6.3µM*	5%
3	Cc1ccc(C)c(S(=O)(=O)N2CCN(C(=O)CSC(=S)N3CCCC3)CC2)c1	nt	nt	nt	-1%	-4%	-2%	-3%	nt	3%	-4%	4%
4	O=C(COc1ccc([N+](=O)[O-])cc1)NCc1ccccc1	7%	0%	-2%	4%	-1%	-2%	-4%	?	0%	17%	-3%
5	O=C1C2C3C=CC(C4CC34)C2C(=O)N1/N=C/c1c[nH]c2ccccc12 (configuration not stated)	10%	-5%	-8%	-9%	17%	2µM*	4µM*	-13%	1.9µM*	?	-1%
6	CC(C)CCOc1ccc(-c2c(=O)n(OCc3ccc([N+](=O)[O-])cc3)c3ccccc3[n+]2[O-])cc1	?	-4%	10%	nt	2%	0%	-2%	-6%	5%	5%	1%
7	CC1CCCCC1NC(=O)CCCCCn1c(=S)[nH]c2ccsc2c1=O (configuration not stated)	11µM*	?	-1%	7%	-3%	-1%	0%	-1%	3%	-22%	-9%
8	COCCNC(=O)NC12CC3CC(CC(C3)C1)C2	0%	-15%	15%	-7%	8%	-3%	-5%	1%	-1%	0%	-1%
9	CC1(c2ccccc2)NC(=O)N(CC(=O)Nc2ccc(C(N)=O)cc2)C1=O (configuration not stated)	-11%	0%	4%	5%	0%	2%	-8%	0%	0%	-12%	4%
10	Cc1ccc2c(C(=O)CN3CCSCC3)c(C)[nH]c2c1	0%	-8%	-1%	6%	7%	0%	-4%	-8%	-14%	4%	-11%
11	CC(C)CCNC(=O)c1ccc(Cl)c(NC(=O)Cc2ccccc2)c1	?	-5%	2%	nt	-1%	-2%	-1%	-12%	-11%	nt	-3%
12	CCN1CCN(c2nc3ccccc3nc2C(C#N)S(=O)(=O)c2ccc(C)c(C)c2)CC1 (configuration not stated)	-14%	-1%	-5%	3%	-1%	0%	-1%	11%	0%	2%	2%
13	Cc1ccc(NC(=O)C2CCCN2S(=O)(=O)c2ccc3c(c2)CCC(=O)N3)cc1Cl (configuration not stated)	-25%	6%	10%	-18%	-11%	-1%	1%	0%	1%	-15%	?
14	O=C1NC2(O)C(=O)c3ccccc3C2(O)N1 (configuration not stated)	3%	-1%	-8%	nt	1%	-10%	-5%	-7%	-1%	15%	-4%
15	COC(=O)CCC(=O)NC(=S)Nc1ccc(S(=O)(=O)Nc2cc(C)on2)cc1	13%	-5%	9%	7%	1%	10%	0%	-10%	-2%	15%	10%
16	O=C(c1ccc(O)c(Cl)c1)N1CCN(S(=O)(=O)c2ccccc2)CC1	5%	-5%	21%	-2%	-3%	1%	-6%	-7%	2%	13%	-1%
17	NC(=O)c1ccsc1NC(=O)COC(=O)c1ccc(Cl)cc1	nt	nt	nt	-6%	-1%	-5%	-6%	nt	nt	-5%	4%
18	CCn1nc(C)c(C2C(C#N)=C(N)OC3=C2C(=O)CCC3)c1C (configuration not stated)	6%	2%	-3%	-10%	-1%	-2%	0%	-2%	-2%	4%	5%
19	CC(C)c1ccc(CNC(=O)C2CCCN2S(=O)(=O)c2ccccc2)cc1 (configuration not stated)	24%	6%	2%	7%	-7%	-5%	-6%	-3%	-1%	-30%	-2%
20	COc1ccc(C2Nc3cccc4cccc(c34)N2)cc1Br	?	-3%	6%	6%	-3%	0%	-1%	9%	?	0%	3%
21	COc1ccccc1Oc1nc(-c2ccccc2)cc(C)c1S(C)(=O)=O	?	-1%	10%	-8%	-5%	-3%	-4%	-2%	5%	-36%	-2%
22	CCOC(=O)c1cccc(NC(=O)CSc2nnc(-c3ccncc3)n2CCCOC)c1	-44%	-5%	23%	6%	-5%	4%	0%	4%	3%	6%	-7%
23	Cc1cccc(OCc2nnc(SCC(=O)N3CCc4ccccc43)n2C)c1	13%	0%	1%	nt	-1%	0%	1%	-11%	-19%	0%	-8%
24	O=C(NCc1ccccn1)[C@@H]1C[C@H]1[C@@H](NP(=O)(c1ccccc1)c1ccccc1)c1ccccc1	?	-6%&4%	2%	-5%	6%	-5%	0%	-11%	-3%	-12%	4%
25	CCC1CCCCN1CCCNC(=O)Cn1cnc2sc(C)c(S(=O)(=O)N3CC(C)CC(C)C3)c2c1=O (configuration not stated)	1%	-7%	4%	-1%	-2%	-4%	0%	-1%	2%	0%	-4%
26	COCCOCCn1c(/C=C/c2ccccc2)nc2ccccc21	11µM*	?	1%	-6%	?	1.4µM*	1.4µM*	?	1.7µM*	21%	3%
27	CC1(C)CC(=O)C(C=NCCN2CCN(CC(=O)Nc3ccc(Cl)cc3)CC2)=C(O)C1	16%	-1%	3%	2%	0%	-2%	-4%	14%	-2%	-4%	-2%
28	Cc1ccc(N2C(=O)CC(SCC(=O)Nc3ccc(S(N)(=O)=O)cc3)C2=O)cc1 (configuration not stated)	?	?	-4%	1%	?	?	?	0%	27µM*	0%	13%
29	COC(=O)/C=C1\SC(N2CCOCC2)=C(c2ccc(OC)cc2)C1=O	-44%	-3%	10%	-24%	4%	-5%	-9%	19%	?	-12%	4%
30	CNC(=S)N1N=C(c2ccc(C)cc2)CC1c1ccc(Br)cc1 (configuration not stated)	-94%	7%	15%	nt	12%	1%	-2%	20%	-14%	15%	-2%
31	c1c2c(cc3sc(N4CCOCC4)nc13)OCO2	?	?	-2%	-5%	?	1.1µM*	2.8µM*	-9%	6µM*	13%	23%
32	CCn1cc(C2CC(=O)NC2=O)c2ccccc21 (configuration not stated)	12%	11%	7%	-1%	1%	-1%	-3%	8%	0%	15%	-4%
33	Cc1ccc(S(=O)(=O)N/N=C/c2ccccc2F)cc1[N+](=O)[O-]	nt	nt	-7%	-7%	0%	-2%	-3%	4%	-13%	3%	nt
34	COc1cccc(OC)c1OCCCSc1nc(C)cc(=O)[nH]1	-2%	?	-2%	nt	-2%	-6%	-2%	3%	0%	-15%	-4%
35	CC(=O)c1c(O)c2ccccc2n(Cc2ccccc2)c1=O	-43%	?	3%	-15%	0%	-1%	-1%	13%	1%	-7%	-1%
36	COCCn1c(SCC(=O)NC(=O)NCc2ccccc2)nc2ccccc21	?	0%	-3%	2%	?	-3%	1%	2%	-1%	-67%[inhibitor]	-6%
37	Cc1ccc(NC(=O)CSc2nnc(N)s2)c([N+](=O)[O-])c1	14%	?	4%	3%	5%	14%	5%	nt	-6%	8%	1%
38	O=C(NCc1cc([N+](=O)[O-])ccc1O)c1cccc(NS(=O)(=O)c2ccccc2)c1	11µM*	13µM*	-4%	6%	-10%	-4%	-10%	?	-19%	-1%	-5%
39	COc1ccccc1CN(C)C(=O)CSc1nnc(C2CC2)n1C1CC1	nt	nt	nt	8%	2%	-7%	-5%	nt	-1%	-6%	-6%
40	COc1ccc(N2C(=O)CC(n3cnc4ccccc43)C2=O)cc1 (configuration not stated)	-2%	-14%	-1%	1%	2%	-5%	-2%	5%	0%	-1%	1%

Compound profiles, as listed above. Values in the order: RORgamma inh, VP16 counter, MLL CXXC-DNA inh, uPA generation, ELG1 genotoxic, Rab9 prom act, NPC1 prom act, MBNL1 CUG block, FLuc counter, BRCA1 expr act, p53 reactivation
Results for O=C(NCc1cc([N+](=O)[O-])ccc1O)c1cccc(NS(=O)(=O)c2ccccc2)c1 : 11µM*, 13µM*, -4%, 6%, -10%, -4%, -10%, ?, -19%, -1%, -5%
Results for COc1ccccc1CN(C)C(=O)CSc1nnc(C2CC2)n1C1CC1 : nt, nt, nt, 8%, 2%, -7%, -5%, nt, -1%, -6%, -6%

Screening results deposited in PubChem by National Center for Advancing Translational Sciences (NCATS).

This is a subset (hit frequency here may not be typical).
